IL1B secr inh: qHTS for Inhibitors of Inflammasome Signaling: IL-1-beta AlphaLISA Primary Screen | THP-1 LPS/ATP IL-1B secretion, AlphaLISA, 16 h; stronger effect = lower value | activity change, % at 57.5 µM | 360,000 tested, 4.7% active; in the data active = activity change below about -50%; inconclusive = mostly about -30% to -49%; also: % is scaled to controls: 0 for no effect and ±100 for the full control effect
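Secreted IL-1B measured by AlphaLISA bead assay after 16 h compound exposure of THP-1 cells; compounds (final up to 57.5 uM) added 1 h before LPS (250 ng/mL) and ATP (1.25 mM) stimulation; lower signal means less secretion.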
GLP1R cytotox: qHTS of GLP-1 Receptor Inverse Agonists: Cytotox Screen | HEK293 cAMP-luciferase reporter cells, luminescence, 24 h | Potency, µM (series often up to 38.3 µM), for the others: top-dose activity change, negative = inhibition, most hits filed as inhibitors | 410,000 tested, 0.13% active;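 also: loss of luciferase light is scored as toxicity; potency is read from the fitted curve at half-maximal effect; % is scaled to controls: 0 for no effect and ±100 for the full control effect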
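Seeding density was 200 cells/uL; after overnight-length (12 h) culture, 23 nL compounds went on for 24 h at 37 °C. Readout used a luciferase detection reagent, luminescence taken after 12 min at room temperature.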
MCF10A rerep: A quantitative high throughput screen for small molecules that induce DNA re-replication in MCF 10a normal breast cells; MCF 10A DNA re-replication, Hoechst nuclear intensity, 48 h; Potency, µM (doses to about 46.1 µM), without a hit: at the highest dose activity, positive = re-replication, most hits filed as activators; AID 624296, 2012; 350,000 tested, 2.9% active; also: potency is read from the fitted curve at half-maximal effect; % of control where 0% means no effect; nearly all actives have a fitted effect of over 50% in size
HT1080-NT tox: qHTS for induction of synthetic lethality in tumor cells producing 2HG: qHTS for the HT-1080-NT fibrosarcoma cell line | HT-1080-NT fibrosarcoma viability, CellTiter-Glo ATP luminescence, 48 h | Potency, µM (top dose mostly 46.1 µM), for inactives: top-dose activity, negative = less viability, actives largely listed as cytotoxic | 360,000 tested, 1.6% active | AID 686970, 2013;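 also: NT is the 2HG producing partner of a matched IDH1 knockdown line; potency is read from the fitted curve at half-maximal effect; 0% = DMSO-treated cells and -100% = media-only wells without cells; nearly all actives have a fitted effect of over 55% in size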
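Fibrosarcoma NT cells, 750 per well in 5% FBS RPMI, were exposed to compound for 48 hours. Viability: CellTiter-Glo luminescence.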
KB-3-1 cytotox: qHTS assay for MDR1-selective chemotherapeutics: Primary screen using the parental adenocarcinoma cell KB-3-1. 400,000 tested, 1.4% active. AID 1347075, 2019. KB-3-1 viability, CellTiter-Glo ATP luminescence, 72 h. Potency, µM (highest dose often 46.1 µM), without a hit: at the top dose activity change, negative = cytotoxic, most hits filed as cytotoxic; also: potency is read from the fitted curve at half-maximal effect; % is scaled to controls: 0 for no effect and ±100 for the full control effect; nearly all actives have a fitted effect of over 60% in size
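Screening of KB-3-1 cells (DMEM, 10% FBS, phenol-red free) ran from lowest to highest compound concentration; after 72 h at 37 °C viability was read luminescently and curves fitted.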
KB-V1 cytotox: qHTS assay for MDR1-selective chemotherapeutics: Primary screen using the drug-selected MDR subline cells KB-V1; KB-V1 MDR cells viability, CellTiter-Glo, 72 h; Potency, µM (doses to about 46.1 µM), without a hit: top-dose activity change, negative = cytotoxicity, hits mostly cytotoxic; 400,000 tested, 3.4% active; also: potency is read from the fitted curve at half-maximal effect; % is scaled to controls: 0 for no effect and ±100 for the full control effect; nearly all actives have a fitted effect of over 60% in size
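Compound-treated KB-V1 multidrug-resistant cells, 72 h, 37 degrees C; viability by CellTiter-Glo. Fitted qHTS curves give the values.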
DRD3 agonist: qHTS of D3 Dopamine Receptor Agonist: qHTS; 410,000 tested, 0.58% active; max activation, %; D3R DiscoveRx beta-arrestin cells, luminescence, 90 min; D(3) dopamine receptor (Homo sapiens), P35462; AID 652048, 2013; in the data active = max activation above about 30%; also: 0% is about no effect; mostly tested at two doses, the higher about 12 µM
Target sequence (P35462 whole entry, looked up): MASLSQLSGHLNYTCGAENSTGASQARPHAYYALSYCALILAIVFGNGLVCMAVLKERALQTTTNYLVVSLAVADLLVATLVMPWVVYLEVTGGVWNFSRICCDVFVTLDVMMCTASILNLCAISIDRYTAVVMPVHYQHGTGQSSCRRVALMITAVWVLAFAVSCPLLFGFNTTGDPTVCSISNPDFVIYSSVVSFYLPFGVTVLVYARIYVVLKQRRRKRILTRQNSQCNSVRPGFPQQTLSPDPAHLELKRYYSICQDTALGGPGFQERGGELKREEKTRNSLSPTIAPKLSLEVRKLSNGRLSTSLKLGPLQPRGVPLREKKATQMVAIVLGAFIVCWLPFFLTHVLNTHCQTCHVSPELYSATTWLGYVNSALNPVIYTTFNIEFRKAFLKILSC
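Agonist-mode cell screen: cells plated at 1500/well and incubated overnight at 37 °C, then exposed to library compounds for 90 min at 37 °C. Detection reagent was added for 30–60 min at room temperature, and luminescence was read.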
HT1080 IDH1KD tx: qHTS for induction of synthetic lethality in tumor cells producing 2HG: qHTS for the HT-1080-IDH1KD cell line; Potency, µM (titrated, usually from 46.1 µM), without a hit: at the highest dose activity, negative = toxicity, actives largely listed as cytotoxic; 360,000 tested, 2% active; HT-1080 IDH1 knockdown viability, ATP luminescence, 48 h;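 also: potency is read from the fitted curve at half-maximal effect; 0% = DMSO wells and -100% = cell-free medium wells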
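IDH1KD HT-1080 cells, 750/well, RPMI + 5% FBS; compound pinned after 2 h settling; 48 h, 37 °C; CellTiter-Glo luminescence; % activity normalised to DMSO and no-cell wells; curves fitted, classed by r2 and efficacy.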
SW480 rereplic: A quantitative high throughput screen for small molecules that induce DNA re-replication in SW480 colon adenocarcinoma cells | SW480 DNA re-replication, Hoechst DNA content imaging, 48 h | Potency, µM (doses to about 46.1 µM), for the others: at the top dose re-replication activation, most hits filed as activators | 340,000 tested, 1.8% active | AID 624297, 2012; also: potency is read from the fitted curve at half-maximal effect; % of control where 0% means no effect; nearly all actives have a fitted effect of over 55% in size
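DNA re-replication was detected as more nuclei of elevated Hoechst intensity after 48 hr exposure to compound (23 nL pinned per well of 250 cells).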
Active calls of the source: *; ? = inconclusive; . = no result given; [ ] = another dose, or the depositor's remark. Unless noted, calls follow the shape of the dose curve; as a rule, active = well fitted curve in the direction sought with a large enough effect; inconclusive = small, poorly fitted or top-dose-only effect, or another doubt; inactive = no such curve, though single readings can be large; an effect the other way counts as inactive or inconclusive.

SMILES | IL1B secr inh | GLP1R cytotox | MCF10A rerep | HT1080-NT tox | KB-3-1 cytotox | KB-V1 cytotox | DRD3 agonist | HT1080 IDH1KD tx | SW480 rereplic
CCCNC(=O)CSc1nc2ccc(OCC)cc2s1 | 0 | 4% | ? | -1% | -9% | 12% | 0 | -3% | 4%
CCOc1ccc(NC(=O)CC2C(=O)N(c3ccc(OC)cc3)C(=O)N2CCc2cccs2)cc1 (stereo not drawn) | 0 | -3% | 3% | -6% | 6% | 18µM* | -1 | -10% | -70%[inhibitor]
CN(CC(=O)NCCCc1ccccc1)Cc1ccc(Br)cc1 | -8 | 0% | 7% | ? | -22% | -10% | -20 | -4% | -14%
O=C(N/N=C/c1ccc[nH]1)c1cccc([N+](=O)[O-])c1 | -8 | 0% | 0% | 18% | 11% | ? | 2 | 8% | 0%
COC(=O)C1=C(N)Oc2cc(C)n(Cc3ccccc3)c(=O)c2C1c1ccccc1 (stereo not drawn) | -29 | -25% | ? | -1% | 1% | -17% | -3 | -6% | -15%
CCN(CC)C(=O)Nc1c(C)n(C)n(-c2ccccc2)c1=O | 22 | 2% | -1% | 10% | 12% | 0% | 1 | 12% | -1%
Cc1ccc(/C=C/c2ccc(=O)n(Cc3ccccc3Cl)n2)cc1 | ? | 4% | ? | ? | ? | 21µM* | 1 | -1%[9.24 µM] | -5%
O=C(NCc1ccccc1Cl)c1cnc(N2CCCCC2)c2ccccc12 | . | 8% | . | . | 1% | -7% | -6 | . | .
O=C(Nc1ccc(N2CCOCC2)cc1)c1nc2ccccc2s1 | 34 | 0% | 1% | ? | -2% | -2% | 5 | 5% | 1%
CCOc1cc(NC(=O)c2ccccn2)c(OCC)cc1NC(=O)c1ccccc1 | 3 | 3% | ? | 18% | -5% | -19% | 17 | 12% | ?
COc1ccc(OC)c(C2C3=C(CCCC3=O)Nc3c2c(=O)n(C)c(=O)n3C)c1 (stereo not drawn) | 11 | 2% | 1% | 9% | 1% | -4% | 3 | 8% | 2%
Cc1ccccc1CS(=O)(=O)c1ccc(C(=O)N2CCC(C)CC2)cc1[N+](=O)[O-] | -18 | 12% | 2% | 14% | -1% | -22% | 1 | 6% | -6%
CCN(C[C@H]1N[C@@](CC)(C(=O)OC)[C@H]2C(=O)N(Cc3ccccc3)C(=O)[C@@H]12)S(=O)(=O)c1ccc(OC)cc1 | -18 | 0% | -32% | 0% | -1% | -1% | -15 | -1% | 17%[9.22 µM]
O=C(COc1ccc([N+](=O)[O-])cc1)Nc1cc(C(=O)O)cc(C(=O)O)c1 | 31 | 19% | -41%[inhibitor] | 13% | 14% | 3% | 5 | 25% | ?
CCOc1ccc(C2C(C(N)=O)=C(C)Nc3ncnn32)cc1OC (stereo not drawn) | 16 | 1% | 13% | -2% | 3% | -3% | 3 | -7% | -8%
CCOC(=O)N1CCC(Nc2ncnc3c2cnn3-c2ccccc2)CC1 | -9 | -7% | -5% | 2% | -16% | ? | 0 | 12% | -9%
CN(/N=C/c1cccnc1)C1=NS(=O)(=O)c2ccccc21 | -8 | -11% | ? | 11% | 0% | 3% | 11 | 11% | -12%
Cc1ccc(C)c(S(=O)(=O)N2CCN(CC(=O)Nc3sccc3C#N)CC2)c1 | -2 | 2% | 0% | -7% | -15% | ? | -6 | -13% | 1%
CCOc1ccccc1CNC(=O)c1cn(C)c(=O)c2c1c1ccccc1n2C | 25 | -8% | -1% | 7% | 0% | -11% | 7 | 12% | -8%
CC1CC(C)CN(CCCNC(=O)COc2cc(=O)n(C)c3ccccc23)C1 (stereo not drawn) | 1 | -9% | 0% | -18% | -6% | -11% | -48 | -15% | -8%
CC(=O)N1CCN(C(=O)c2cccc(NS(=O)(=O)c3ccc(Br)cc3)c2)CC1 | 27 | 1% | -23% | 2% | 5% | 22% | -3 | 2% | -118%[inhibitor]
Cc1ccc(C)c(CNC(=O)CN2C(=O)CSc3ccc(S(=O)(=O)N(C)C)cc32)c1 | . | 5% | . | . | 7% | -1% | -10 | . | .
CCn1cc(CCC(=O)NC(C)c2ccccc2)c2ccccc21 (stereo not drawn) | -10 | -2% | 2% | 2% | 0% | -9% | 0 | -8% | -12%
CCN(c1ccccc1)S(=O)(=O)c1ccc(NC(=O)c2cc(=O)c3c(C)cc(C)cc3o2)cc1 | . | 8% | . | . | 10% | 28% | 14 | . | .
CN(C)S(=O)(=O)c1cccc(NC(=O)COC(=O)/C=C/c2ccc3c(c2)OCO3)c1 | -14 | -13% | -2% | -2% | 16% | 25% | -3 | 10% | ?
COc1ccc(CCNC(=O)COC(=O)/C=C/c2cccs2)cc1 | 1 | -7% | -5% | 17% | 5% | 3% | -2 | 26% | -11%
CC1(C)C(c2ccccc2)=NC(c2ccc(F)cc2)N1O (stereo not drawn) | -1 | -13% | 3% | 14% | -7% | 7% | -9 | 7% | 0%
CCOCCCN1C(=O)CN(C2CCCCCC2)C(=O)C1c1ccc(OC)cc1 (stereo not drawn) | 5 | -28% | -13% | 9% | 8% | ? | -21 | -11% | 1%
COc1ccc(C(C#N)N2CCCCC2)cc1OC (stereo not drawn) | 8 | 0% | 0% | 5% | 0% | 5% | -5 | 1% | 0%
CCC(C(=O)OCC(=O)N(C)c1c(N)n(Cc2ccccc2)c(=O)[nH]c1=O)c1ccccc1 (stereo not drawn) | 14 | 7% | -11% | 0% | 2% | 12% | -1 | -9% | -472%[inhibitor]
NS(=O)(=O)c1ccc(N2C(=O)C3CC=CCC3C2=O)cc1 (stereo not drawn) | 14 | -4% | 5% | 7% | 6% | 17% | -1 | 7% | -6%
O=C(c1ccc(Cl)cc1)N1CCC(=O)N(C(CO)Cc2ccccc2)CC1 (stereo not drawn) | 60 | 9% | 28% | -2% | 5% | 14% | 6 | 0% | 4%
Cc1occc1C(=O)N/N=C/c1ccc(OCc2ccccc2)cc1 | ? | -8% | 7% | -3% | 1% | 0% | -2 | -6% | -6%
CCc1cccc(CC)c1NC(=O)COC(=O)CCc1cc(OC)c(OC)c(OC)c1 | -5 | 1% | 7% | 27% | -4% | ? | -2 | 20% | -1%
COc1ccc(-c2nnn(CC(=O)N(CCO)C(C(=O)NC3CCCC3)c3ccncc3)n2)cc1 (stereo not drawn) | 40 | 17% | -7% | 0% | 5% | 12% | -2 | 25% | -1%
O=c1oc2ccccc2n1CCCOc1ccccc1 | -23 | 2% | 5% | 19% | 8% | 1% | 4 | 21% | -17%
NNC(=O)c1ccc(CSc2cccc3cccnc23)cc1 | -25 | -1% | 15% | -6% | 3% | 1% | -1 | -2% | -1%
COc1cc(CCC(=O)OCC(=O)NC2CCCC(C)C2C)cc(OC)c1OC (stereo not drawn) | 12 | 5%[0.307 µM] | 0% | 4% | -13% | 4% | 7 | 14% | -6%
CC(=O)c1ccc(S(=O)(=O)Nc2cccc(-n3cnnn3)c2)cc1 | 0 | -1% | 5% | -4% | 0% | 0% | -5 | -2% | ?
O=C(COC(=O)c1cccc(S(=O)(=O)NCc2ccccc2)c1)c1ccc2c(c1)OCCO2 | -14 | -25% | 1% | ? | -8% | -2% | 4 | ? | 28%
COCCNC(=O)C(c1cccs1)N(CCc1ccccc1)C(=O)Cn1nnc2ccccc21 (stereo not drawn) | 3 | 0% | -3% | 3% | -5% | 0% | -1 | 0% | -2%
CCCC(=O)N1CCC1(C)C(=O)NCc1ccccc1SC (stereo not drawn) | 19 | 0% | . | 9% | 0% | 12% | -7 | ? | .
COc1cc(OC)c(OC)cc1CCC(C)NC(=O)Cc1ccccc1 (stereo not drawn) | 15 | 14% | -5% | -7% | 2% | 3% | 2 | -3% | -5%
O=[N+]([O-])c1cc(Br)c(O)c(/C=N/Nc2nnnn2-c2cccc3ccccc23)c1 | 21 | 1% | 4.1µM* | ? | -21% | ? | -53 | -17% | 14%
COc1ccc(OC)c2c1sc(=NC(=O)c1ccco1)n2C | 0 | 6% | 20% | -12% | -18% | -2% | 0 | -16% | 14%
COC(=O)c1ccc(=O)n(Cc2ccco2)c1 | 18 | -3% | -7% | 5% | 1% | 0% | -5 | 18% | -146%[inhibitor]
CCOC(=O)c1cnc2cc(C(F)(F)F)ccc2c1Nc1ccc(F)cc1F | . | 1% | . | . | 0% | -24% | -8 | . | .
CC(C)CCNc1nc(N)c([N+](=O)[O-])c(NCCO)n1 | 10 | 4% | ? | -2% | 17% | 4% | -3 | -21% | -5%
O=C(CSc1nnnn1C1CCCCC1)N1CCN(C(=O)c2ccco2)CC1 | -11 | -5% | -12% | 1% | 0% | -23% | 0 | -2% | -42%[inhibitor]
COc1ccc(C(=Cc2cc(OC)c(OC)cc2[N+](=O)[O-])C(=O)O)cc1 | 22 | -5% | 0% | -6% | 0% | 0% | 0 | -8% | -8%

Only DRD3 agonist, for some of the entries so far:
Compound	DRD3 agonist
COc1ccc(OC)c2c1sc(=NC(=O)c1ccco1)n2C	0
COC(=O)c1ccc(=O)n(Cc2ccco2)c1	-5
CCOC(=O)c1cnc2cc(C(F)(F)F)ccc2c1Nc1ccc(F)cc1F	-8

Assay outcomes (PubChem)
